Screens: PubChem BioAssay, Southern Research Specialized Biocontainment Screening Center
Salmonella PhoP GFP: PhoP regulon inhibitors, Salmonella typhi PhoP promoter GFP reporter, confirmatory (AID 1850); Salmonella Typhi PhoP-promoter GFP reporter, fluorescence, 4 h; higher % means a stronger effect; inhibition, % at 50 µM; hits with a dose series show IC50 in µM; 0.33% of 310,000 active; in the data active = a potency from the dose series; inconclusive = inhibition mostly from about 25% at the one dose, without a potency; inactive = the rest, 99 in 100 with inhibition below about 19%;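 note: 0% = induced wells with vehicle and 100% = uninduced wells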
M. tuberculosis HTS: M. tuberculosis growth inhibition, HTS (AID 449762) | M. tuberculosis H37Rv growth inhibition, 7H9 media; higher % means a stronger effect | 0.59% of 330,000 active | inhibition, % at 25 µM; hits with a dose series show IC50 in µM; in the data active = a potency from the dose series; inconclusive = inhibition above about 70% without an active follow-up result;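 note: bacterial growth assessed after seven days of incubation; strong numbers were not always called active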
VEEV TC-83 Vero: inhibitors of VEEV TC-83 cytopathic effect, confirmation, Vero cells (AID 588727) | 0.13% of 350,000 active | inhibition, % at 20 µM, or IC50 in µM where a hit was titrated | Vero cells, VEEV TC-83 cytopathic effect inhibition; higher % means a stronger effect; in the data active = a potency from the dose series; inconclusive = inhibition mostly from about 14% at the one dose, without a potency; inactive = the rest, 99 in 100 with inhibition below about 12%; note: strong numbers were not always called active
H1N1 NS1A inhibition: NS1A inhibition, H1N1 influenza, cell based functional assay (AID 504329); NS1A functional cell-based assay, percent inhibition; higher % means a stronger effect; one-dose inhibition, % at 12.5 µM; IC50 in µM for titrated hits; 0.3% of 340,000 active; in the data active = a potency from the dose series; inconclusive = inhibition above about 27% without an active follow-up result; note: strong numbers were not always called active
M. tuberculosis: growth inhibition of non-replicating M. tuberculosis (AID 488890) | Mycobacterium tuberculosis non-replicating, growth inhibition; higher % means a stronger effect | inhibition, % at 25 µM; hits with a dose series show IC50 in µM | 0.39% of 320,000 active; in the data active = a potency from the dose series; inconclusive = inhibition mostly from about 82% at the one dose, without a potency; inactive = the rest, 99 in 100 with inhibition below about 76%;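 note: plate controls were DMSO cells for no effect and high antibiotic wells for full effect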
VEEV TC-83 Vero 10K pilot screen: also measured in VEEV TC-83 Vero; calls as there; inhibition, %; measured here: 10K pilot screen inhibition
Starred values were filed as active, the others as inactive; i = inactive; ? = inconclusive; . = no result given.

SMILES	Salmonella PhoP GFP	M. tuberculosis HTS	VEEV TC-83 Vero	H1N1 NS1A inhibition	M. tuberculosis	others
Cc1ccc(N2CC(C(=O)OCC(=O)C(C)(C)C)CC2=O)cc1 (centres undefined)	0.4%	-7.4%	i	4.2%	12.0%	VEEV TC-83 Vero 10K pilot screen=0.7
Cc1cccc(NC(=O)C2CCCN2C(=O)NC2CCCCC2)c1 (centres undefined)	-20.0%	4.4%	1.5%	-10.8%	22.9%
COc1ccc(NC(=O)c2cc(-c3ccccn3)nc3ccccc23)c(OC)c1	.	12.9%	8.5%	-16.5%	24.3%
COc1ccc(NC(=O)COC(=O)C2CC(=O)N(c3ccc(C)cc3)C2)cc1 (centres undefined)	-9.1%	6.5%	i	4.8%	-15.7%
CC(=O)c1cc2c(cc1NC(=O)CCn1cccc1)OCO2	10.4%	3.4%	0.7%	3.9%	4.2%
CCc1nc(NC(=O)NS(=O)(=O)c2ccccc2C(=O)OC)nc(OC)n1	1.7%	12.1%	3.5%	1.0%	3.9%
CC(Sc1nnc(-c2ccccc2F)n1C)C(=O)NC1CCCCC1 (centres undefined)	.	7.9%	i	10.1%	9.9%
COc1ccc(NC(=O)CN(C)C(=O)CCCSc2nc3ccccc3[nH]2)cc1	-3.9%	38.3%	2.2%	-1.8%	4.6%
Cc1ccc(-n2nc3c(c2NC(=O)c2cccs2)CS(=O)(=O)C3)cc1C	-0.2%	5.3%	7.6%	-5.8%	7.1%
c1ccc2c(c1)NC(c1ccncc1)n1c-2nc2ccccc21 (centres undefined)	6.0%	-2.3%	3.8%	9.8%	1.9%
COc1cc(SC)ccc1C(=O)Nc1ccc2c(c1)CCN2S(C)(=O)=O	-17.2%	43.9%	i	0.7%	-7.4%
Cc1cccc2cc(C#N)c(NCCCNS(=O)(=O)c3ccc(Cl)cc3)nc12	-21.8%	-4.1%	1.5%	-7.3%	41.3%
O=C(NC1CCCCC1)C(c1cccs1)N(CC1CCCO1)C(=O)c1csnn1 (centres undefined)	-5.8%	-12.0%	3.2%	-4.7%	7.6%
COc1ccc2nc(C)[nH]c(=O)c2c1	-1.1%	-0.1%	0.7%	-19.8%	-12.2%
CC(Sc1nnc(C2CC2)n1C)C(=O)Nc1ccc(N2CCOCC2)cc1 (centres undefined)	.	.	1.4%	4.8%	.
COc1ccc(CN2CCOC2=O)cc1OC	-6.7%	-5.7%	0.4%	-4.6%	-4.3%
CN(C)C(=O)c1ccc(-c2cc3onc(-c4ccccc4)c3c(=O)n2C)cc1	.	6.2%	6.1%	-10.9%	24.5%
O=C(Nc1nnc(C2CC2)s1)c1cc(-c2ccccc2)nn1-c1ccccc1	14.2%	?	2.3%	-10.3%	?
Fc1ccc(N2CCN(C3CCC(c4ccccc4)CC3)CC2)cc1 (centres undefined)	0.8%	2.6%	2.5%	-2.1%	-1.8%
CC1(C)CN(c2ccc(F)cc2)C1=O	-3.8%	-2.2%	i	-3.6%	-6.9%

Random excerpt: two entries already listed, in no set order.
SMILES	Salmonella PhoP GFP	M. tuberculosis HTS	VEEV TC-83 Vero	H1N1 NS1A inhibition	M. tuberculosis	others
Cc1cccc(NC(=O)C2CCCN2C(=O)NC2CCCCC2)c1 (centres undefined)	-20.0%	4.4%	1.5%	-10.8%	22.9%
COc1ccc(NC(=O)CN(C)C(=O)CCCSc2nc3ccccc3[nH]2)cc1	-3.9%	38.3%	2.2%	-1.8%	4.6%

(list continues)
SMILES	Salmonella PhoP GFP	M. tuberculosis HTS	VEEV TC-83 Vero	H1N1 NS1A inhibition	M. tuberculosis	others
COc1cccc(C2CC(c3ccccc3)=NN2S(=O)(=O)c2ccccc2)c1OC (centres undefined)	4.2%	-1.7%	8.2%	-9.8%	-1.0%
Cc1ccc(-c2nc3ccc([N+](=O)[O-])cc3[nH]2)cc1	8.8%	7.2%	6.9%	7.1%	62.9%
NC(=O)CSc1nnc(-c2ccco2)n1N	-15.4%	-4.3%	0.8%	-2.7%	1.6%
COc1cc(OC)c(OC)cc1CNCC1COc2ccccc2O1 (centres undefined)	-3.0%	-1.2%	i	2.6%	2.1%
C=CCOC(=O)c1ccc(-n2cncn2)nc1	4.6%	-4.7%	0.4%	4.0%	-4.9%
COc1ccc(Cl)cc1NC(=O)CCS(=O)(=O)c1ccc(Br)cc1	-1.0%	5.6%	1.8%	0.1%	13.3%
CCCS(=O)(=O)N1CCN(C(=O)c2ccccc2F)CC1	-2.4%	-5.2%	2.0%	0.2%	-11.3%
COc1ccccc1N(C)S(=O)(=O)c1ccc(Cl)c(C(=O)N2CCC2)c1	-0.2%	-2.9%	0.9%	-16.1%	6.5%
CC1CCCN(C(=O)CSc2nnc3ccccn23)C1 (centres undefined)	.	0.6%	0.3%	-6.8%	0.0%
CN(Cc1cccnc1)Cc1cn(C)nc1-c1cccc(Cl)c1	-1.4%	3.8%	0.1%	-14.3%	4.8%
Cc1cc(C)n2nc(SCC(=O)Nc3ccccc3F)nc2n1	.	-3.9%	0.6%	-3.6%	-9.5%
COc1ccc(/C=N/NC(=S)Nc2c(C)n(C)n(-c3ccccc3)c2=O)cc1OC	11.0%	-3.0%	2.3%	-18.6%	-10.1%
Clc1ccc(OCc2cnc(Cl)s2)cc1	5.0%	-5.4%	2.9%	-10.2%	46.6%
Cc1nn(C)cc1CNC(=O)c1ccccc1Br	0.0%	.	0.2%	-10.3%	.
Cc1ccc(S(=O)(=O)CC(=O)N(C)C)cc1	-9.6%	-5.2%	i	-2.3%	-4.4%
CCCN(C(=O)c1cccs1)c1c(N)n(Cc2ccccc2)c(=O)[nH]c1=O	.	-0.4%	2.2%	-11.3%	2.5%
O=C1CN(C(=O)CSc2nc3ccccc3n2CCc2ccccc2)c2ccccc2N1	-7.2%	4.2%	6.9%	0.5%	-2.6%
COC(=O)CCN1CCN(S(=O)(=O)c2cccc(Br)c2)CC1	-1.2%	25.1%	0.5%	7.3%	6.5%
O=C(Nc1ccccc1-c1nnn(CC(=O)N2CCOCC2)n1)c1ccc(F)cc1	-0.5%	-1.4%	0.0%	7.7%	5.5%
CCCCN(C)CCCNC(=O)CN1C(=O)CSc2ccc(S(=O)(=O)N3CCOCC3)cc21	1.3%	-1.0%	i	-18.2%	-11.2%
O=C(CSc1ccccc1F)NC(=O)c1ccccc1Br	.	-0.1%	3.6%	5.3%	19.8%
O=C(Nc1nc2c(s1)CCCC2)c1ccc(Br)s1	-7.0%	?	i	30.4%	?
Cc1cccc(NC(=S)N2CCC(NC(=O)c3cccc(F)c3)CC2)c1	-3.2%	-1.2%	0.6%	-1.0%	-6.9%
Nc1nc(SCC(=O)Nc2ccccc2-c2ccccc2)n[nH]1	-0.8%	-5.0%	i	1.7%	4.1%
Cc1ccc(CC2CC(=O)N(c3ncccn3)C2=O)cc1 (centres undefined)	-0.9%	-3.9%	0.7%	-24.3%	-1.4%
CCn1c(O)c(N=NC2=NC(=O)CS2)c2ccccc21	-7.2%	40.5%	0.9%	7.6%	77.0%
CCc1ccc(OCC(=O)NNC(=S)NC(=O)C2CC2)c(Br)c1	-6.2%	?	9.0%	-2.5%	?
COc1ccc(-c2cc(C(=O)N3CCCc4ccccc43)no2)cc1OC	-6.5%	30.0%	0.7%	-1.2%	8.6%
CCOC(=O)Nc1ccccc1C(=O)Nc1cc(C)cc(C)c1	-0.2%	5.0%	i	3.6%	41.5%
Cc1[nH]c2ccc(C(=O)NCCCN3CCOCC3)cc2c1C	10.9%	-14.7%	2.5%	4.3%	-0.9%
COc1ccc(NC(=S)Nc2ccc(N)c([N+](=O)[O-])c2)cc1	-9.1%	2.0%	6.1%	7.9%	54.7%	VEEV TC-83 Vero 10K pilot screen=0.9
COc1ccc(CCNC(=O)C2CCC(CNS(=O)(=O)c3ccccc3)CC2)cc1OC (centres undefined)	1.6%	6.2%	.	.	15.8%
CC(C)[C@H](NC(=O)c1ccccc1)C(=O)OCC(=O)c1c(N)n(C)c(=O)n(C)c1=O	.	-3.4%	2.6%	-14.1%	0.9%
COc1cccc(=O)c2c(C)n(C)c(C)c12	-6.2%	-1.4%	3.8%	0.7%	-8.6%
O=C(C(=O)N1CCN(c2ccccc2Cl)CC1)c1c[nH]c2ccccc12	1.3%	6.1%	6.5%	-2.9%	19.1%
CCN(CC)S(=O)(=O)c1ccc(NC(=O)COC(=O)c2c[nH]c(=O)[nH]c2=O)cc1	8.7%	-5.5%	0.2%	12.1%	-5.8%
O=C(Nc1nc2ccccc2[nH]1)c1ccc(Cl)cc1	10.5%	?	2.2%	12.6%	?
CC(=O)C[C@H]1c2cc(C(F)(F)F)ccc2S(=O)(=O)N1c1ccc(N(C)C)cc1	-5.9%	6.1%	0.5%	-16.3%	9.8%
CN(C)/C=N/c1nc(Sc2ccc(C(F)(F)F)cc2[N+](=O)[O-])n[nH]1	-14.9%	1.2%	0.1%	-2.6%	-14.8%
COC(=O)CSc1ccnc2cc(Cl)ccc12	6.6%	?	1.5%	-0.9%	?
O=C(Nc1ccccc1N1CCCC1)c1ccc(Cl)cc1Cl	3.7%	?	i	5.7%	?
COc1ccc2c(c1)C(C1C(=O)CCCC1=O)c1ccccc1O2 (centres undefined)	-2.5%	1.5%	0.3%	1.5%	18.0%
CC(=O)Nc1ccc(-c2csc(NC(C)c3ccccc3)n2)cc1 (centres undefined)	1.5%	?	8.0%	-1.9%	28.8%
CCN(CC(=O)O)S(=O)(=O)c1cc(Cl)ccc1Cl	-6.6%	-0.5%	0.1%	-10.1%	-11.6%
CCOc1ccc(NC(=O)CN(C)C(=O)C2CC(=O)N(c3cccc(SC)c3)C2)cc1OCC (centres undefined)	.	.	5.3%	-12.3%	.
COC(=O)C1=C(c2ccc(C(C)=O)cc2)C[C@@H]2CC[C@H]1N2C(=O)NC(C)C	.	-8.2%	1.4%	-16.7%	8.6%
CCn1c(CNC(=O)Cc2ccc(OC)cc2)nnc1SCC(=O)c1ccccc1	.	.	8.6%	3.6%	.
CCN(Cc1ccccc1)C(=O)COC(=O)c1n[nH]c2ccccc12	2.8%	-2.4%	0.8%	-17.5%	-4.7%
COc1ccc(NC2CC(=O)NC2=O)cc1 (centres undefined)	-1.6%	?	3.1%	-4.8%	2.7%
O=C(CN1C(=O)COc2ccc(S(=O)(=O)N3CCCCC3)cc21)NCc1ccc(F)cc1	4.0%	8.7%	i	6.4%	14.1%
Clc1cccc(CN2CCc3c([nH]c4ccccc34)C2)c1	1.9%	6.7%	i	4.6%	19.4%
COc1ccc(CCCC(=O)N/N=C/c2ccccc2OC)cc1	-2.0%	-1.7%	2.3%	5.6%	40.0%
CN(C)S(=O)(=O)c1cc(NC(=O)CN2CCN(c3ccccc3F)CC2)ccc1Cl	-4.8%	1.1%	1.0%	0.3%	12.2%

Among those listed so far, twelve contain an NH in an aromatic ring.
SMILES	Salmonella PhoP GFP	M. tuberculosis HTS	VEEV TC-83 Vero	H1N1 NS1A inhibition	M. tuberculosis	others
COc1ccc(NC(=O)CN(C)C(=O)CCCSc2nc3ccccc3[nH]2)cc1	-3.9%	38.3%	2.2%	-1.8%	4.6%
COc1ccc2nc(C)[nH]c(=O)c2c1	-1.1%	-0.1%	0.7%	-19.8%	-12.2%
Cc1ccc(-c2nc3ccc([N+](=O)[O-])cc3[nH]2)cc1	8.8%	7.2%	6.9%	7.1%	62.9%
CCCN(C(=O)c1cccs1)c1c(N)n(Cc2ccccc2)c(=O)[nH]c1=O	.	-0.4%	2.2%	-11.3%	2.5%
Nc1nc(SCC(=O)Nc2ccccc2-c2ccccc2)n[nH]1	-0.8%	-5.0%	i	1.7%	4.1%
Cc1[nH]c2ccc(C(=O)NCCCN3CCOCC3)cc2c1C	10.9%	-14.7%	2.5%	4.3%	-0.9%
O=C(C(=O)N1CCN(c2ccccc2Cl)CC1)c1c[nH]c2ccccc12	1.3%	6.1%	6.5%	-2.9%	19.1%
CCN(CC)S(=O)(=O)c1ccc(NC(=O)COC(=O)c2c[nH]c(=O)[nH]c2=O)cc1	8.7%	-5.5%	0.2%	12.1%	-5.8%
O=C(Nc1nc2ccccc2[nH]1)c1ccc(Cl)cc1	10.5%	?	2.2%	12.6%	?
CN(C)/C=N/c1nc(Sc2ccc(C(F)(F)F)cc2[N+](=O)[O-])n[nH]1	-14.9%	1.2%	0.1%	-2.6%	-14.8%
CCN(Cc1ccccc1)C(=O)COC(=O)c1n[nH]c2ccccc12	2.8%	-2.4%	0.8%	-17.5%	-4.7%
Clc1cccc(CN2CCc3c([nH]c4ccccc34)C2)c1	1.9%	6.7%	i	4.6%	19.4%
